Screening data deposited in PubChem by The Scripps Research Institute Molecular Screening Center.
proKLK7 act = proKLK7 (human) activation, primary screen. P49862. purified proKLK7, EDANS-DABCYL substrate fluorescence; 100% is mature enzyme control, 0% vehicle. activation, % at 7 µM. 370,000 tested, 0.9% active. AID 652039;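 active means activation above the mean of all tested compounds plus 3 SD, computed per campaign excluding outliers beyond control limits, cut at about 13% in these data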
MBD2 DNA inh = MBD2-methylated oligo binding inhibition | Q9UBB5 | inhibition, % at 4.4 µM | AID 686964 | 370,000 tested, 0.31% active | TR-FRET, MBD2 binding to methylated oligonucleotide; in the data active means inhibition above about 13%
ARFGAP1 inh = inhibits rat ARF GTPase activating protein 1 | inhibition, % at 16.5 µM | AID 651572 | Arfgap1-stimulated ARF1 GTP hydrolysis, GDP FP detection | 360,000 tested, 0.26% active;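 active means inhibition above a per-plate limit, mean inhibition of low control wells plus 3 SD, cut at about 25% in these data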;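 further: 0% = DMSO wells with enzyme and 100% = wells lacking Arfgap1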
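system = rat Arfgap1 catalytic domain, aa 1-136 | technique = FP, GDP Alexa 633 tracer displaced from anti-GDP antibody, 620/688 nm | compound = one concentration, 16.5 µM, DMSO 1.26% | medium = HEPES-based buffer, pH 7.5 | timing = compound-enzyme preincubation 20 min, reaction 120 min, detection 60 min, 25 °C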
UHRF1 binding = UHRF1 methyl-DNA binding inhibition | Q96T88 | UHRF1 binding to methylated oligo, TR-FRET | 370,000 tested, 0.75% active | inhibition, % at 4.4 µM; in the data active means inhibition above about 21%;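 further: UHRF1 SRA domain binding a hemimethylated CpG hairpin DNA probe; 0% = median of test compound wells and 100% = reference inhibitor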
DDE Tn7 FP inh = disrupts Tn7 cyclic peptide binding to fibrin D-Dimer-E complex. P02675. FP displacement of FITC-Tn7 peptide from fibrin DD(E); 0% = median of compound wells per plate. inhibition, % at 8.3 µM. 370,000 tested, 0.13% active. AID 720508;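 active means inhibition above the mean of compounds falling within the control limits plus 3 SD of them, cut at about 14% in these data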;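 further: 0% = plate median of compound wells and 100% = 10 µM Aha-Tn7 peptide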
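system = human fibrin DD(E) protein | quantity = DD(E) 2 µM final | medium = Tris/NaCl/CaCl2 buffer, pH 7.8 | also added = labelled Tn7 tracer, 0.1 µM | compound dosing = single point at 8.3 µM | timing = compound with protein 10 min, then 3 h after probe, room temperature | signal = FP measurement | benchmarks = Aha-Tn7 high control | repeats = one replicate per compound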
DDE Tn6 FP inh = disrupts Tn6 cyclic peptide binding to fibrin D-Dimer-E complex. inhibition, % at 8.3 µM. 370,000 tested, 0.21% active. Fibrin DD(E) TRITC-Tn6 fluorescence polarization displacement. AID 720509. P02675;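 active means inhibition above a per-campaign cutoff: mean of compounds within control limits plus 3 SD, cut at about 15% in these data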;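 further: 0% = median of all compound wells on the plate and 100% = blocking peptide control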
PLC-gamma1 inh = PLC-gamma1 (human) inhibition, primary screen; inhibition, % at 12.2 µM; purified PLC-gamma1, fluorogenic substrate, fluorescence; AID 720700; P19174; 370,000 tested, 0.84% active; in the data active means inhibition above about 9.5%
PLCb3 inh = inhibitors of human phospholipase C beta3. Purified PLC-beta3, fluorogenic substrate, fluorescence. 370,000 tested, 0.18% active. inhibition, % at 12.2 µM. Q01970; in the data active means inhibition above about 11%;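 further: 0% = median of compound wells on plate and 100% = full blocker control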
Target sequence (Q01970 whole entry, looked up): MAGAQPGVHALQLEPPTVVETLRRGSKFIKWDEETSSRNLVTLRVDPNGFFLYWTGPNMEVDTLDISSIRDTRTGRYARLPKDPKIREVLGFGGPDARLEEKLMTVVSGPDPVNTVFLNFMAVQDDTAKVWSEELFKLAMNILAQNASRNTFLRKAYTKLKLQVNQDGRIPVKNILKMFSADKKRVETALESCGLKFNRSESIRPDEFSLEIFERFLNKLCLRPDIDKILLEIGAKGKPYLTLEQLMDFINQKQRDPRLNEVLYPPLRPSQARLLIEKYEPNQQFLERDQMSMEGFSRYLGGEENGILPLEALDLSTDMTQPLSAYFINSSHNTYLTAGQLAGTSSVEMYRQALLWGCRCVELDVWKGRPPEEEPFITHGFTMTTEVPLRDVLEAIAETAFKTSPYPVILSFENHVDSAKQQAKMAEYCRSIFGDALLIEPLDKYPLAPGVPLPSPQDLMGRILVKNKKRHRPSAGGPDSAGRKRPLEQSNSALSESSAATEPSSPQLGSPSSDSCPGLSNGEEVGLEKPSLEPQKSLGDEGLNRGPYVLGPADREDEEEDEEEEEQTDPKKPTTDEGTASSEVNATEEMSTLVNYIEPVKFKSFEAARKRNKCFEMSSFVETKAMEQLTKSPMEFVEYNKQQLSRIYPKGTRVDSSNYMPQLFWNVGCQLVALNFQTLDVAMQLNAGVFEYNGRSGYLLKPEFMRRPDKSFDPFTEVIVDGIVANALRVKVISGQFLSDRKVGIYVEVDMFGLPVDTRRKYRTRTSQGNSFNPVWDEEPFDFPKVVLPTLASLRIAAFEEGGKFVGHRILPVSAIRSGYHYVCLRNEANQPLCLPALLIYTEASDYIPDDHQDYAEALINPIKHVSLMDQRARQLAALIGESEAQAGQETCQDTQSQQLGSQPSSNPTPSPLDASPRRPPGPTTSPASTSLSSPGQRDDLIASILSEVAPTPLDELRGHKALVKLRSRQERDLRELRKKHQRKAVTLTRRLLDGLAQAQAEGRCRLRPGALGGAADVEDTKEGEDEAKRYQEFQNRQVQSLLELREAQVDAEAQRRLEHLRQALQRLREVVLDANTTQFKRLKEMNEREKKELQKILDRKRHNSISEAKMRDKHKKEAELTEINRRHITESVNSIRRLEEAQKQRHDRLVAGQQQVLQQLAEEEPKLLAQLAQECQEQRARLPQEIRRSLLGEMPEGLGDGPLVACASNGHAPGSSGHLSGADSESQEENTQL
ASAP1 GAP inh = ASAP1 ArfGAP inhibition | 360,000 tested, 0.19% active | ASAP1-stimulated ARF1 GTP hydrolysis, GDP FP detection | AID 624377 | Q9ULH1 | inhibition, % at 16.5 µM; in the data active means inhibition above about 25%;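 further: 0% = vehicle with enzyme and substrate and 100% = no enzyme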
ADAM17 inh = inhibitors of human ADAM17 | 370,000 tested, 0.83% active | recombinant ADAM17, EDANS/DABCYL FRET peptide cleavage | P78536 | inhibition, % at 6.95 µM | AID 720648;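 active means inhibition above the mean of compounds lying between control limits plus 3 SD, set per campaign, cut at about 8.5% in these data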;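 further: 0% = DMSO-only wells as the low control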
The depositor's hits bear a star.

Results for O=C(/C=C/c1c(Cl)nc2ccccn12)N1CCN(c2ccccc2F)CC1 ?
proKLK7 act: -0.8; MBD2 DNA inh: -7; ARFGAP1 inh: 7; UHRF1 binding: -1; DDE Tn7 FP inh: 2; DDE Tn6 FP inh: 1; PLC-gamma1 inh: -3; PLCb3 inh: -1; ASAP1 GAP inh: 1; ADAM17 inh: -1

Results for CC1(C(=O)NS(=O)(=O)c2ccc(Cl)cc2)CCN1C(=O)C1CC1 (configuration not stated) ?
proKLK7 act: 0.1; MBD2 DNA inh: 3; ARFGAP1 inh: -8; UHRF1 binding: -2; DDE Tn7 FP inh: 11; DDE Tn6 FP inh: 8; PLC-gamma1 inh: 3; PLCb3 inh: 0; ASAP1 GAP inh: 3; ADAM17 inh: -2

How did CCOC(=O)c1c(NC(=O)Cn2nc(C(F)F)cc2C(F)F)sc(C)c1C do in these assays?
proKLK7 act: 0.7; MBD2 DNA inh: -3; ARFGAP1 inh: 8; UHRF1 binding: -1; DDE Tn7 FP inh: 1; DDE Tn6 FP inh: 0; PLC-gamma1 inh: 3; PLCb3 inh: 0; ASAP1 GAP inh: 8; ADAM17 inh: 9.1*

What do the screens show for `CCn1c(C)nc2c1C(=O)c1ccccc1C2=O`?
proKLK7 act: -0.1; MBD2 DNA inh: -12; ARFGAP1 inh: -1; UHRF1 binding: -5; DDE Tn7 FP inh: -7; DDE Tn6 FP inh: 6; PLC-gamma1 inh: -13; PLCb3 inh: -14; ASAP1 GAP inh: -13; ADAM17 inh: 5

How did CC(C)c1cccc(C(C)C)c1NC(=O)COC(=O)[C@H](C)NC(N)=O do in these assays?
proKLK7 act: -0.3; MBD2 DNA inh: 0; ARFGAP1 inh: 8; UHRF1 binding: 1; DDE Tn7 FP inh: -1; DDE Tn6 FP inh: 6; PLC-gamma1 inh: 7; PLCb3 inh: -4; ASAP1 GAP inh: -11; ADAM17 inh: -1

Results for O=c1c(-c2cccc([N+](=O)[O-])c2)[n+]([O-])c2ccccc2n1O ?
proKLK7 act: 0.3; MBD2 DNA inh: 3; ARFGAP1 inh: 6; UHRF1 binding: -4; DDE Tn7 FP inh: -8; DDE Tn6 FP inh: -1; PLC-gamma1 inh: 1; PLCb3 inh: -8; ASAP1 GAP inh: -9; ADAM17 inh: -2

Results for S=c1[nH]nc(COc2ccc(Cl)cc2)o1 ?
proKLK7 act: 0.7; MBD2 DNA inh: 2; ARFGAP1 inh: -1; UHRF1 binding: 0; DDE Tn7 FP inh: 9; DDE Tn6 FP inh: 1; PLC-gamma1 inh: 0; PLCb3 inh: 0; ASAP1 GAP inh: -13; ADAM17 inh: -3

Results for O=C(COC(=O)c1ccc(O)cc1)Nc1ccc2c(c1)OCCO2 ?
proKLK7 act: 0.1; MBD2 DNA inh: 3; ARFGAP1 inh: -12; UHRF1 binding: 2; DDE Tn7 FP inh: 0; DDE Tn6 FP inh: 2; PLC-gamma1 inh: 1; PLCb3 inh: -1; ASAP1 GAP inh: -11; ADAM17 inh: 0

What do the screens show for `COc1ccc(-n2c(=O)c3ccccc3n(CC(=O)Nc3cc(C)on3)c2=O)cc1OC`?
proKLK7 act: 0.3; MBD2 DNA inh: 1; ARFGAP1 inh: -4; UHRF1 binding: 0; DDE Tn7 FP inh: 5; DDE Tn6 FP inh: -1; PLC-gamma1 inh: -1; PLCb3 inh: 1; ASAP1 GAP inh: -5; ADAM17 inh: -3

What do the screens show for `Cc1ccc(S(=O)(=O)N2CCCC2CNC(=O)c2ccc3c(c2)OCO3)cc1` (configuration not stated)?
proKLK7 act: 0.7; MBD2 DNA inh: -2; ARFGAP1 inh: -7; UHRF1 binding: 2; DDE Tn7 FP inh: -3; DDE Tn6 FP inh: 3; PLC-gamma1 inh: 3; PLCb3 inh: 1; ASAP1 GAP inh: -9; ADAM17 inh: 3

What do the screens show for `Cc1cc(=O)n2nc(N3CCCC3C(=O)Nc3ccccc3C)sc2n1` (configuration not stated)?
proKLK7 act: -0.1; MBD2 DNA inh: 1; ARFGAP1 inh: 3; UHRF1 binding: -2; DDE Tn7 FP inh: 5; DDE Tn6 FP inh: 3; PLC-gamma1 inh: 2; PLCb3 inh: 0; ASAP1 GAP inh: -6; ADAM17 inh: 1

Results for Cc1cccc(/C=N/NC(=O)C2CCCNC2=O)c1 (configuration not stated) ?
proKLK7 act: -0.3; MBD2 DNA inh: -7; ARFGAP1 inh: -8; UHRF1 binding: 2; DDE Tn7 FP inh: 2; DDE Tn6 FP inh: -3; PLC-gamma1 inh: 2; PLCb3 inh: 10; ASAP1 GAP inh: 5; ADAM17 inh: 0

Sorted by SMILES length (descending): part of the list above
What do the screens show for `COc1ccc(-n2c(=O)c3ccccc3n(CC(=O)Nc3cc(C)on3)c2=O)cc1OC`?
proKLK7 act: 0.3; MBD2 DNA inh: 1; ARFGAP1 inh: -4; UHRF1 binding: 0; DDE Tn7 FP inh: 5; DDE Tn6 FP inh: -1; PLC-gamma1 inh: -1; PLCb3 inh: 1; ASAP1 GAP inh: -5; ADAM17 inh: -3

Results for CC1(C(=O)NS(=O)(=O)c2ccc(Cl)cc2)CCN1C(=O)C1CC1 (configuration not stated) ?
proKLK7 act: 0.1; MBD2 DNA inh: 3; ARFGAP1 inh: -8; UHRF1 binding: -2; DDE Tn7 FP inh: 11; DDE Tn6 FP inh: 8; PLC-gamma1 inh: 3; PLCb3 inh: 0; ASAP1 GAP inh: 3; ADAM17 inh: -2

Results for Cc1cccc(/C=N/NC(=O)C2CCCNC2=O)c1 (configuration not stated) ?
proKLK7 act: -0.3; MBD2 DNA inh: -7; ARFGAP1 inh: -8; UHRF1 binding: 2; DDE Tn7 FP inh: 2; DDE Tn6 FP inh: -3; PLC-gamma1 inh: 2; PLCb3 inh: 10; ASAP1 GAP inh: 5; ADAM17 inh: 0

What do the screens show for `CCn1c(C)nc2c1C(=O)c1ccccc1C2=O`?
proKLK7 act: -0.1; MBD2 DNA inh: -12; ARFGAP1 inh: -1; UHRF1 binding: -5; DDE Tn7 FP inh: -7; DDE Tn6 FP inh: 6; PLC-gamma1 inh: -13; PLCb3 inh: -14; ASAP1 GAP inh: -13; ADAM17 inh: 5

Other entries follow:
How did O=C1[C@H]2C(c3ccccc3)=NN(c3ccccc3)[C@H]2C(=O)N1c1ccccc1 do in these assays?
proKLK7 act: 22*; MBD2 DNA inh: -1; ARFGAP1 inh: -1; UHRF1 binding: -1; DDE Tn7 FP inh: -6; DDE Tn6 FP inh: 1; PLC-gamma1 inh: -148; PLCb3 inh: -241; ASAP1 GAP inh: 3; ADAM17 inh: -58

What do the screens show for `O=C(c1cnc2ccc(Cl)cc2c1Cl)N1CCOCC1`?
proKLK7 act: 0.8; MBD2 DNA inh: -4; ARFGAP1 inh: -3; UHRF1 binding: 0; DDE Tn7 FP inh: 5; DDE Tn6 FP inh: 7; PLC-gamma1 inh: 1; PLCb3 inh: 3; ASAP1 GAP inh: -2; ADAM17 inh: 2

How did COc1ccc(S(=O)(=O)NC2CC3CCC2C3)cc1Br (configuration not stated) do in these assays?
proKLK7 act: 0.5; MBD2 DNA inh: 2; ARFGAP1 inh: 3; UHRF1 binding: 0; DDE Tn7 FP inh: -2; DDE Tn6 FP inh: -1; PLC-gamma1 inh: -1; PLCb3 inh: 1; ASAP1 GAP inh: 1; ADAM17 inh: 3

What do the screens show for `COc1cccc(C(C(=O)NC2CCCC2)N(Cc2ccc(C)cc2)C(=O)c2ccco2)c1OC` (configuration not stated)?
proKLK7 act: 0.0; MBD2 DNA inh: -2; ARFGAP1 inh: -10; UHRF1 binding: 4; DDE Tn7 FP inh: -2; DDE Tn6 FP inh: -8; PLC-gamma1 inh: 9; PLCb3 inh: 2; ASAP1 GAP inh: 1; ADAM17 inh: 2

Results for CC1(c2nnnn2Cc2ccccc2)CCC(=O)N1CCCN1CCOCC1 (configuration not stated) ?
proKLK7 act: -0.7; MBD2 DNA inh: -1; ARFGAP1 inh: -2; UHRF1 binding: 0; DDE Tn7 FP inh: 9; DDE Tn6 FP inh: 0; PLC-gamma1 inh: -1; PLCb3 inh: 0; ASAP1 GAP inh: 15; ADAM17 inh: -4

What do the screens show for `CC1CCN(c2ccccc2NC(=S)NC(=O)C(C)(C)C)CC1`?
proKLK7 act: 0.4; MBD2 DNA inh: -1; ARFGAP1 inh: 2; UHRF1 binding: -3; DDE Tn7 FP inh: -3; DDE Tn6 FP inh: 4; PLC-gamma1 inh: 2; PLCb3 inh: 4; ASAP1 GAP inh: -5; ADAM17 inh: 1

What do the screens show for `CCOc1ccc(C(=O)O)cc1OC`?
proKLK7 act: -0.2; MBD2 DNA inh: -8; ARFGAP1 inh: -1; UHRF1 binding: 0; DDE Tn7 FP inh: 5; DDE Tn6 FP inh: 3; PLC-gamma1 inh: 1; PLCb3 inh: 1; ASAP1 GAP inh: -2; ADAM17 inh: -6

How did CCC(=O)NC(=S)NNC(=O)c1ccc(O)cc1 do in these assays?
proKLK7 act: -0.6; MBD2 DNA inh: 7; ARFGAP1 inh: 16; UHRF1 binding: 0; DDE Tn7 FP inh: 0; DDE Tn6 FP inh: 1; PLC-gamma1 inh: 0; PLCb3 inh: 2; ASAP1 GAP inh: 11; ADAM17 inh: -2

What do the screens show for `COc1ccc(Nc2cc(C)nc3nc(C)nn23)c(OC)c1`?
proKLK7 act: 0.1; MBD2 DNA inh: 3; ARFGAP1 inh: 2; UHRF1 binding: 4; DDE Tn7 FP inh: 6; DDE Tn6 FP inh: 0; PLC-gamma1 inh: 1; PLCb3 inh: 0; ASAP1 GAP inh: -6; ADAM17 inh: -4

Results for Cc1ccc(CC(C)(O)CC(C)(O)Cc2ccc(C)cc2)cc1 (configuration not stated) ?
proKLK7 act: -0.7; MBD2 DNA inh: -2; ARFGAP1 inh: 10; UHRF1 binding: -1; DDE Tn7 FP inh: 5; DDE Tn6 FP inh: 11; PLC-gamma1 inh: -3; PLCb3 inh: 0; ASAP1 GAP inh: -2; ADAM17 inh: -1

Results for CC(C)N(C(=S)Nc1cccnc1)c1ccccc1 ?
proKLK7 act: -0.7; MBD2 DNA inh: 2; ARFGAP1 inh: 3; UHRF1 binding: -5; DDE Tn7 FP inh: 1; DDE Tn6 FP inh: -1; PLC-gamma1 inh: 0; PLCb3 inh: 2; ASAP1 GAP inh: -6; ADAM17 inh: -4

How did COC(=O)[C@]1(C)N[C@H](CN(C)C(=O)c2ccc(C)cc2)[C@@H]2C(=O)N(C)C(=O)[C@@H]21 do in these assays?
proKLK7 act: 0.0; MBD2 DNA inh: 1; ARFGAP1 inh: 6; UHRF1 binding: -2; DDE Tn7 FP inh: -2; DDE Tn6 FP inh: -10; PLC-gamma1 inh: 0; PLCb3 inh: 2; ASAP1 GAP inh: -3; ADAM17 inh: 0
